Screens as filed in PubChem BioAssay.
Pol eta inh: inhibitors of human DNA polymerase eta. Potency, µM (series often up to 114 µM), for the others: top-dose activity change, negative = inhibition, usual class: inhibitors. 390,000 tested, 1.2% active. recombinant Pol eta, fluorescent DNA replication assay. Q9Y253. AID 588591; further: on the % scale 0 is the no-effect control and ±100 the full control effect
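Pol eta (10 nM) was preincubated with compounds for 15 min at room temperature, after which fluorescent replication substrate (50 nM final) was added to start the reaction. Fluorescence was read kinetically at 0 and 10 min.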
BLM helicase inh: blocks DNA unwinding by human BLM helicase. P54132. recombinant BLM DNA unwinding, fluorescence dequenching. Potency, µM (series often up to 56.1 µM), for inactives: at the highest dose activity change, negative = inhibition, most hits filed as inhibitors. 350,000 tested, 0.2% active. AID 2528;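 further: plate controls were vehicle for no effect and no enzyme for full effect; nearly all actives have a fitted effect of over 35% in size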
POLB inh: blocks human DNA polymerase beta activity; Pol beta primer extension/strand displacement, fluorescence kinetic; Potency, µM (doses to about 114 µM), for inactives: at the highest dose activity change, negative = inhibition, most hits filed as inhibitors; 340,000 tested, 1.3% active; AID 485314; further: on the % scale 0 is the no-effect control and ±100 the full control effect
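Enzyme-only controls used 10 nM Pol beta; buffer lacking enzyme served as negative control. Compound preincubated 15 min, then 50 nM substrate added; 0 and 10 min reads at room temperature.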
Apoferritin bind: binds horse apoferritin like a general anesthetic. Potency, µM (doses to about 77.5 µM), for the others: top-dose activity change, negative = displacement, actives largely listed as inhibitors. AID 485281. apoferritin/1-aminoanthracene competitive binding, fluorescence. 350,000 tested, 0.074% active; further: on the % scale 0 is the no-effect control and ±100 the full control effect; nearly all actives have a fitted effect of over 20% in size
Target sequence (P02791 2-175 limits assumed): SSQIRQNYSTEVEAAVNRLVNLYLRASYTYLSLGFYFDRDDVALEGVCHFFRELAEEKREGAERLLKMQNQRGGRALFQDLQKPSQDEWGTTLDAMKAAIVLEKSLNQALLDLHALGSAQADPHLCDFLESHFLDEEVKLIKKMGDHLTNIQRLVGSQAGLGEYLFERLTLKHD
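10 uM apoferritin + 50% sat. 1-AMA, PBS; cpd 10 min RT; Ex380/Em535 endpoint; normalized to free probe vs complex; 4-param Hill fit; propofol titration as pos. ctrl.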
G9a block: blocks human histone lysine methyltransferase G9a; Q96KQ7; Potency, µM (doses to about 102 µM), without a hit: at the top dose activity, negative = inhibition, most hits filed as inhibitors; 350,000 tested, 8.8% active; G9a H3K9 monomethylation, AlphaScreen, 2 h; further: on the % scale 0 is the no-effect control and ±100 the full control effect; nearly all actives have a fitted effect of over 75% in size
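G9a (20 nM) was preincubated 15 min with compound, then reacted 2 h at room temperature with 500 nM biotin-H3K9 peptide and 20 µM SAM. Monomethyl-H3K9 detected by AlphaScreen using anti-H3K9me1 antibody.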
BAZ2B inh: BAZ2B (human) inhibition; Q9UIF8; AlphaScreen BAZ2B-H3K14Ac peptide displacement; Potency, µM (series often up to 114 µM), for the others: at the highest dose activity change, negative = inhibition, most hits filed as inhibitors; 360,000 tested, 4.4% active; AID 504333; further: on the % scale 0 is the no-effect control and ±100 the full control effect; nearly all actives have a fitted effect of over 60% in size
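Multi-concentration screen (max 110 uM) measuring displacement of acetylated histone H3 peptide from BAZ2B by AlphaScreen, using 50 nM protein, 50 nM peptide and 10 ug/mL streptavidin donor plus Ni-chelate acceptor beads.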
APE1 inh: blocks human APE1 abasic DNA cleavage; P27695; recombinant APE1, TAMRA/BHQ-2 abasic DNA cleavage fluorescence; Potency, µM (series often up to 65.8 µM), inactives show top-dose activity change, negative = inhibition, usual class: inhibitors; 350,000 tested, 0.35% active;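 further: plate controls were vehicle for no effect and reference inhibitor for full effect; nearly all actives have a fitted effect of over 55% in size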
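APE1 at 0.75 nM final was preincubated with compound 15 min at room temperature, then 50 nM double-stranded THF abasic-site substrate (5'-TAMRA/3'-BHQ-2) was added. Fluorescence (ex 525/em 598 nm) was read kinetically; third-minus-first read gave activity.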
Pol kappa inh: blocks human DNA polymerase kappa activity; 400,000 tested, 0.53% active; purified Pol kappa, fluorescent DNA synthesis assay, 10 min; Q9UBT6; Potency, µM (titrated, usually from 107 µM), for inactives: top-dose activity, negative = inhibition, most hits filed as inhibitors; further: on the % scale 0 is the no-effect control and ±100 the full control effect
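Here, compound and 10 nM enzyme are combined for 15 min at room temperature; adding 50 nM substrate (final) starts DNA synthesis, tracked by fluorescence at 0 and 10 min against buffer-only wells.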
POLI inh: blocks human DNA polymerase iota activity | 390,000 tested, 1% active | Potency, µM (series often up to 115 µM), for the others: top-dose activity, negative = inhibition, usual class: inhibitors | Pol iota fluorescent replication assay, 10 min | Q9UNA4
Target sequence (Q9UNA4 whole entry, looked up): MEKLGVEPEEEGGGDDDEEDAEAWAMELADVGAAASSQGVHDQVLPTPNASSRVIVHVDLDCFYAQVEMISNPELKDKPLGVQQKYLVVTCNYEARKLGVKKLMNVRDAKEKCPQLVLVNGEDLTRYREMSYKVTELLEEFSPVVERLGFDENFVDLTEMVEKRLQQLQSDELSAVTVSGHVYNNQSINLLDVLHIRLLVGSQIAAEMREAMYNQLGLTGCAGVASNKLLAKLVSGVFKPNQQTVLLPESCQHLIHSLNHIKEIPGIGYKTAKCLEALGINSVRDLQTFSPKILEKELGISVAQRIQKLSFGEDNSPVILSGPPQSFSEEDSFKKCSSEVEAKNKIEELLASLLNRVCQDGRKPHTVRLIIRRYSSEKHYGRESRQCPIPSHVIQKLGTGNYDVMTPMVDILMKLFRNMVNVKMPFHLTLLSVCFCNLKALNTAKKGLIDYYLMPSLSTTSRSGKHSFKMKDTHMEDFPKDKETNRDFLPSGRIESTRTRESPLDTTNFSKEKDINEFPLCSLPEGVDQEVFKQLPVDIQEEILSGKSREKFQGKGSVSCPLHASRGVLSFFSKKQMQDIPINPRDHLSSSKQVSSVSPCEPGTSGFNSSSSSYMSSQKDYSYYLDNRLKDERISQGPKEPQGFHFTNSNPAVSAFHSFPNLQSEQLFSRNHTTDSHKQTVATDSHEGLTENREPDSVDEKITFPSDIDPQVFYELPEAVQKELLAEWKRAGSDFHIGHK
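Pol iota at 10 nM preincubated 15 min with compounds at room temperature; reaction started with fluorescent substrate, 50 nM final. Fluorescence read kinetically at 0 and 10 min; buffer-only wells as negative control.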
* hit, by the source's call; ? = inconclusive; · = no result given; & = joins results of further samples; [ ] = dose if it differs, or a comment. The call rests on the fitted dose curve; in most records, active means well fitted curve in the direction sought with a large enough effect; inconclusive means small, poorly fitted or top-dose-only effect, or another doubt; inactive means no such curve, though single readings can be large; an effect the other way counts as inactive or inconclusive. Potency means the concentration at half of the fitted maximal effect.

SMILES	Pol eta inh	BLM helicase inh	POLB inh	Apoferritin bind	G9a block	BAZ2B inh	APE1 inh	Pol kappa inh	POLI inh
COc1ccc(/C=N/NC(=O)c2c(C)nc3ccc(Br)cn23)cc1OC	-1%	0%	-1%	2%	-1%[12.7 µM]	-2%	2%	-9%	2%
O=C(N1CCOCC1)N1CCN(Cc2ccccc2)CC1	-11%	-1%	28%	-16%	2%[59 µM]	24%	-3%	0%	10%
N/C(=N/O)c1nc(N2CCCCC2)nc(N2CCCCC2)n1	-14%	-4%	0%	0%	?	6%	9%	-2%	-10%
O=C(CCC(=O)c1cccs1)NCC(c1ccc(F)cc1)N1CCOCC1 (configuration not stated)	-17%	·	·	·	27%[12.7 µM]	4%	-11%	-1%	1%
O=C(Cn1cnc2cc([N+](=O)[O-])ccc2c1=O)Nc1ccccc1-c1ccccc1	-7%	-1%	3%	-8%	·	2%	3%	-13%	10%
C=CCN(c1ccccc1)S(=O)(=O)c1cccc(C(=O)NNC(=O)c2ccccc2O)c1	2%	·	·	·	31%	-10%	9%	-10%	13%
CCOC(=O)c1c(NC(=O)CSc2ncccn2)sc(C(=O)NC)c1C	2%	·	·	·	15%[0.501 µM]	7%	-4%	-1%	15%
N#Cc1ccc(NC(=S)NCCN2CCOCC2)cc1	-11%	1%	37%	-4%	-5%	-14%	-2%	2%	-12%
C=CCc1cc(/C=C/c2nc(O)c([N+](=O)[O-])c(=O)[nH]2)cc(OC)c1O	11µM*	-6%	25µM*	-17%	50µM*	?	?	79µM*	?
CCCCCCCCn1c2c(c(=N)c3c1CCC3)CCCC2	1%	18%	7%	?	?	-13%	12%	-13%	8%
CCn1c(CN2CCN(c3ccc(Cl)cc3)CC2)nc2ccccc21	-17%	-4%	14%	-10%	27%[59 µM]	?	8%	-12%	10%
COc1ccc2[nH]c(=O)c(CN(C(=O)c3ccco3)C3CCCCC3)cc2c1	-4%	-11%	10%	-20%	?	32%[activator]	-3%	-9%	11%
O=C(O)CNC(=S)NCc1ccccc1	-22%	1%	21%	-5%	?	-13%	?	-5%	116%[activator]
CC1=C(C(=O)Nc2ccc(C)cc2)C(c2cccs2)NC(=S)N1 (configuration not stated)	-16%	0%	12%	-8%	18%[59 µM]	-2%	-1%	-1%	23%
CN(C)C(=O)c1ccc(-c2ccc3ncnc(NCc4ccccc4)c3c2)cc1	·	3%	·	·	9%[0.501 µM]	·	-1%	7%[60.1 µM]	·
C(=N\Nc1nccc(-c2cccnc2)n1)/c1ccccc1	-22%	-5%	30%	-4%	?	-22%	4%	6%	?
COc1ccc(CCN(Cc2ccccn2)C(=S)Nc2ccc(C)cc2)cc1OC	?	-9%	2%	-12%	-35%	-29%	-1%	-18%	147%[activator]
O=C(CSc1nnc2ccccn12)Nc1cccc(-c2nc3ccccc3s2)c1	?	-8%	-4%	2%	1%	-9%	-2%	-3%	11%
O=Cc1cnc(N2CCOCC2)nc1	-6%	0%	-2%	8%	-10%	13%	2%	-12%	141%[activator]
COC(=O)CCNC(=O)c1nn(Cc2ccccc2)c(=O)c2ccccc12	-21%	-2%	2%	-3%	13%	-2%	43%[activator]	5%	104%[activator]
O=C(COC(=O)COc1ccc2c(c1)CCC2)Nc1ccccc1	-14%	·	·	·	-3%[59 µM]	1%	22%	6%	1%
CCC(CC)c1nnc(NC(=O)CCCN2C(=O)c3ccccc3C2=O)s1	-16%	0%	-7%	-15%	-1%[12.7 µM]	-5%	1%	-11%	25%
CCn1cc([N+](=O)[O-])c(C(=O)N2N=C(c3cccc4ccccc34)CC2c2ccccc2O)n1 (configuration not stated)	-1%	-12%	-8%	-6%	?	?	-1%	0%	?
CCOc1ccccc1N1CCN(C(=O)c2ccc(NS(=O)(=O)c3ccc4[nH]c(=O)[nH]c4c3)cc2)CC1	3%	·	·	·	?	-33%	12%	-3%	20%
CCCc1ccc(OCc2ccc(C(=O)OC)o2)c(OC)c1	-11%	-7%	-4%	-9%	16%[59 µM]	31%	-3%	-13%	1%

Of the compounds above, 3 have a halogen.
SMILES	Pol eta inh	BLM helicase inh	POLB inh	Apoferritin bind	G9a block	BAZ2B inh	APE1 inh	Pol kappa inh	POLI inh
COc1ccc(/C=N/NC(=O)c2c(C)nc3ccc(Br)cn23)cc1OC	-1%	0%	-1%	2%	-1%[12.7 µM]	-2%	2%	-9%	2%
O=C(CCC(=O)c1cccs1)NCC(c1ccc(F)cc1)N1CCOCC1 (configuration not stated)	-17%	·	·	·	27%[12.7 µM]	4%	-11%	-1%	1%
CCn1c(CN2CCN(c3ccc(Cl)cc3)CC2)nc2ccccc21	-17%	-4%	14%	-10%	27%[59 µM]	?	8%	-12%	10%

Going on with the list.
SMILES	Pol eta inh	BLM helicase inh	POLB inh	Apoferritin bind	G9a block	BAZ2B inh	APE1 inh	Pol kappa inh	POLI inh
CCn1c(=O)n(-c2ccc(C)c(F)c2)c(=O)c2sc3ccccc3c21	1%	-6%	8%	-4%	-7%[59 µM]	-3%	·	-9%	3%
COc1ccc2c(c1)Cc1sc(NC(=O)c3cccc(Cl)c3)nc1-2	-16%	-3%	1%	?	?	1%	·	-8%[60.1 µM]	10µM*
O=C1Nc2ccccc2C1(O)Cc1ccccn1 (configuration not stated)	-3%	2%	1%	1%	12%	-3%	-11%	6%	89%[activator]
COc1cccc2c1N(C)C(=O)CC21C=CC(=O)C=C1	·	-1%	·	-11%	·	·	2%	13%	17%
CCCNC(=O)c1ccccc1NC(=O)Nc1ccccc1C	-13%	2%	-18%	-8%	-23%	-1%	-2%	-9%	-11%
CCc1ccc[n+](-c2[nH]c(=O)sc2/C=N/NC([S-])=Nc2ccccc2)c1	?	3%	1%[57.1 µM]	-13%	22µM*	?	1%	-13%	?
Cc1ccccc1NC(=S)NCCSc1ccc(Cl)cc1	-2%	-13%	9%	4%	33%[59 µM]	?	-2%	0%	73%[activator]
CCOc1ccc(OCCn2nnc3ccccc3c2=O)cc1	-18%	-2%	11%	-16%	9%	9%	-3%	-1%	75%[activator]
COc1ccccc1CCNC(=O)c1nc(-c2cccs2)no1	-15%	-2%	-12%	-16%	6%	-7%	-11%	0%	24%
COc1ccc([N+](=O)[O-])cc1N(CC(=O)Nc1ccccc1C(=O)NC(C)C)S(C)(=O)=O	0%	-1%	12%	-4%	2%	-2%	-2%	-1%	21%
COc1ccccc1CCn1c(=O)c(-c2ccc(F)cc2)nc2cncnc21	·	-3%	·	·	-2%[12.7 µM]	·	0%	-14%[60.1 µM]	·
CC1(C)CC(N2CCN(CCO)CC2)=CC(=S)N1	-12%	-2%	2%	-1%	?	-23%	0%	10%	33%
Cc1nc(N2CCN(Cc3nc4ccccc4[nH]3)CC2)c2oc3ccccc3c2n1	-9%	-2%	1%	-22%	?	-30%	-5%	5%	7%
Cc1ccc(S(=O)(=O)/N=C/c2c(O)ccc3ccccc23)cc1	-3%	-7%	46%	-10%	4µM*	-9%	12%	-17%	?
CCc1nc(SCC(=O)Nc2ccc(N(C)C)cc2)n[nH]1	-22%	·	·	·	-17%[0.501 µM]	-7%	7%	-13%	31%[activator]
CCOC(=O)C1(CC2CC2)CCN(Cc2cn[nH]c2-c2ccccc2)CC1	-13%	-2%	-26%	-18%	?	-24%	2%	-10%	21%
CC1=C[C@H]2Cc3cc(C)cc(C)c3S(=O)(=O)[C@@H]2C=C1	?	-3%	20%	-5%	1%[59 µM]	1%	13%	-12%	-4%
Cc1ccc2nc(-c3ccncc3)cc(C(=O)Nc3ccc4c(c3)OCCO4)c2c1	-21%	-1%	11%	-17%	-1%[59 µM]	-12%	14%	-15%	?
CCN(C(=O)c1ccnc(C(C)(C)C)c1)c1ccccc1	-4%	-5%	1%	1%	1%[12.7 µM]	-3%	0%	0%	-19%
CC1CC(C)CN(C(=O)CSc2nnc(-c3ccc(Cl)cc3)o2)C1 (configuration not stated)	-4%	1%	44%	-9%	-44%	-2%	?	14%	34%
CCc1ccc(-n2c(-c3ccccc3)c(C)n3c4c(=O)n(C)c(=O)n(C)c4nc23)cc1	-4%	-2%	10%	7%	-31%[59 µM]	-9%	·	-13%	10%
Cc1ccc(NC(=O)C/C(N)=N/OC(=O)Nc2cccc(C)c2)cc1	-6%	·	·	·	1%[12.7 µM]	5%	43%	-3%	-2%
CCn1c(C)nc2cc(C(=O)NN=C(C)c3ccc(C#N)cc3)ccc21	5%	·	·	·	·	·	3%	-11%	-5%
COc1cccc(N2CCN(C(=O)c3cc4c(=O)n(Cc5cccs5)ccc4nc3C)CC2)c1	1%	0%	-11%	-14%	2%[59 µM]	-34%	·	-11%	-11%
COc1ccc(C(=O)C[n+]2cccc(Br)c2)cc1	-6%	2%	-2%	-4%	-49%	0%	2%	-8%&5%	8%[58.9 µM]
SMILES	Pol eta inh	BLM helicase inh	POLB inh	Apoferritin bind	G9a block	BAZ2B inh	APE1 inh	Pol kappa inh	POLI inh
CCN(C(=O)CSc1nnc(-c2ccc(Cl)cc2)o1)c1ccccc1	·	-6%	2%	?	10%[59 µM]	17%	·	-2%	15%
COc1ccccc1Nc1ncnc2c1oc1ccccc12	-13%	-5%	1%	4%	16%	-2%	-13%	-9%	?
O=C(Nc1ccc(N2CCN(C(=O)c3ccco3)CC2)cc1)c1cccc(F)c1	-14%	-1%	-2%	-23%	-24%	-32%	-9%	-5%	14%
NC(=O)c1ccccc1NC(=O)C1CCCO1 (configuration not stated)	-5%	-3%	-30%	-8%	-6%	1%	7%	-20%	-2%
CCOC(=O)C(C)n1nc(C)c2sc3ccccc3c2c1=O (configuration not stated)	-3%	-4%	3%	2%	-5%[59 µM]	-2%	-8%	-7%	3%
COc1cc(C2c3cc4c(cc3C(OC3OC5COC(c6cccs6)OC5C(O)C3O)C3COC(=O)C23)OCO4)cc(OC)c1O (configuration not stated)	-3%	-2%	3%	6%	?	-22%	2%	-2%	?
CCOc1nc(-c2ccccc2)c2cc(C)ccc2n1	-4%	-4%	0%	-4%	114%[activator]	41%[activator]	4%	7%	-13%
COc1cc(OC)c(NC(=O)Nc2ccc3c(c2)N(C)C(=O)c2ccccc2S3)cc1Cl	4%	-20%	28%	-8%	-7%[59 µM]	-22%	·	-1%	5%
COCCCNC(=O)Nc1ccc2c(c1)N(C)C(=O)CS2	2%	-1%	9%	-12%	14%[59 µM]	7%	3%	-9%	4%

These rows are one share of the data. The share of hits here may be higher or lower than overall.
